# Compound activity from PubChem BioAssay.
# ABHD5-PLIN5 inh: ABHD5-PLIN5 interaction inhibitors, primary screen, cell lysate, split luciferase complementation, luminescence; Split G. princeps luciferase complementation, 4 h; inhibition, % at 4 µM; 360,000 compounds, 0.78% hits; Perilipin-5 (Homo sapiens) + 1-acylglycerol-3-phosphate O-acyltransferase ABHD5 (Homo …;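 active = inhibition above the mean inhibition across every tested compound plus 3 SD, cut at about 22% in these data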;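 note: 0% = DMSO only wells and the 100% control is not disclosed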
# Exocytosis inh: LAMP-1 surface exposure blockers, TALL-104 cells – cell-based, flow cytometry, MLPCN library, primary screen. TALL-104 LAMP-1 surface exposure; cells stimulated with thapsigargin and PMA. inhibition, % at 10 µM. 360,000 compounds, 0.66% hits. AID 651702, 2012;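 active = inhibition above about 55%, limit read from the data; inconclusive = no clear call, values can overlap the other calls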
# CaV13 ICDI inh: Primary screen for inhibitors of IQ motif and Ca2+-dependent inactivation inhibitor domain binding in CACNA1D, Förster resonance energy transfer in living cells, …; HEK cells, CFP/YFP FRET ICDI-IQ, plate reader, 10 min; percent FRET-ratio fall versus neutral wells; 340,000 compounds, 0.098% hits; inhibition, % at 12.3 µM;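 active = mean replicate inhibition of at least 30% and at least 1% of replicates passing that level; inconclusive = only one of the two criteria is met; inactive = neither criterion is met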;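 note: 0% = median of the neutral control wells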
# N-glyco inh: increase of ERlucT glycosylation luciferase signal, primary screen, N-linked glycosylation inhibitor project, D54 ERlucT cells, luminescence, set 2; D54 ERlucT glycosylation luciferase reporter, 24 h; percent of 100 nM tunicamycin response; reporter increase, % at 12.5 µM; 360,000 compounds, 0.23% hits; AID 588692, 2011;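 active = mean luciferase reporter signal, scaled so untreated is 0 and the glycosylation-blocking control 100, at or above a set limit in every replicate; inconclusive = mean reaches the limit but not every replicate does; inactive = mean below the limit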;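 note: luciferase carries N-glycosylation sites so blocking glycosylation raises the light; 0% = median of neutral control wells and 100% = median of 100 nM tunicamycin wells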
# PDI turbidity: inhibitors of human PDI, primary screen, biochemical, turbidity, single point, plate reader; Protein disulfide-isomerase (Homo sapiens), P07237; PDI insulin aggregation turbidity, A650, 90 min; inhibition, % at 10 µM; 350,000 compounds, 0.052% hits; AID 588391, 2011;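 active = mean inhibition across replicates of 30% or more, whatever share of single replicates reach that level; inconclusive = mean inhibition below 30% while every single replicate reaches 30%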;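 note: absorbance from insulin aggregation driven by PDI reduction with DTT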
# Target sequence (P07237 whole entry, looked up): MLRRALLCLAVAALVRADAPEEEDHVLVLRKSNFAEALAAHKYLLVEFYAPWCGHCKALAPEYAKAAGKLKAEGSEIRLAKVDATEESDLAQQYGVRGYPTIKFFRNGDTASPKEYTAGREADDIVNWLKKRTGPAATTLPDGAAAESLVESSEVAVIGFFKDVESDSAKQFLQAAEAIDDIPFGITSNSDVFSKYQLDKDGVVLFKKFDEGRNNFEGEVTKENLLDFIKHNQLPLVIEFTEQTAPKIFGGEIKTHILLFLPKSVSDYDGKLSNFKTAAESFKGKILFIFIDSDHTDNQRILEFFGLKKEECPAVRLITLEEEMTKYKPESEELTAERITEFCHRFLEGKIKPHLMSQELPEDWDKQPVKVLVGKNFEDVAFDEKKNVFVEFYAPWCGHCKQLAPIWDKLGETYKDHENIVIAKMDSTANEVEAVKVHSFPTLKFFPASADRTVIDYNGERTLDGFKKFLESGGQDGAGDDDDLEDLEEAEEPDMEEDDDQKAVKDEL
# m5-HT2A agonist: mouse Htr2a agonists via beta-arrestin recruitment, primary screen, cell-based, luminescence; 5-hydroxytryptamine receptor 2A (Mus musculus), P35363; CHO-K1 mHTR2A beta-arrestin complementation; percent of 30 µM serotonin response; activation, % at 7.6 µM; 360,000 compounds, 0.66% hits; AID 624169, 2012;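 active = activation above a run cutoff, the mean activation of all tested compounds plus 3 SD, cut at about 14% in these data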;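 note: 0% = plate median of compound wells and 100% = 30 µM serotonin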
# MC4R ag barr: MC4R agonists recruiting beta-arrestin, primary screen, cell-based, luminescence, agonist arm of biased-ligand search; Melanocortin receptor 4 (Homo sapiens), P32245; U2OS MC4R beta-arrestin complementation; percent of melanotan II response, DMSO zero; activation, % at 8.9 µM; 360,000 compounds, 0.98% hits;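 active = activation above a per-plate cutoff, the mean activation of sample wells on that plate plus 3 SD, cut at about 8% in these data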
# Target sequence (P32245 whole entry, looked up): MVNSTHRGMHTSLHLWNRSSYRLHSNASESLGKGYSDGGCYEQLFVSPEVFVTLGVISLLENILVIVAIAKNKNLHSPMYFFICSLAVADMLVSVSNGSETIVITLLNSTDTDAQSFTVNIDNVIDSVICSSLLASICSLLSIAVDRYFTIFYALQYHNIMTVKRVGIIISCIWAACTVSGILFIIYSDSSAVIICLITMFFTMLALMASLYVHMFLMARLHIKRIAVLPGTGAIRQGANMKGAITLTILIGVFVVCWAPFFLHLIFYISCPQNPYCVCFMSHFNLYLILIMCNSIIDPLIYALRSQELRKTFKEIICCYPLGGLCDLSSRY
# MC4R antag cAMP: MC4R antagonists of cAMP signaling, primary screen, cell-based, TR-FRET, antagonist arm of biased-ligand search | Melanocortin receptor 4 (Homo sapiens), P32245 | MC4R-expressing cells, MTII-stimulated cAMP, LANCE TR-FRET | inhibition, % at 6.5 µM | 360,000 compounds, 0.48% hits | AID 540295, 2011;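 active = inhibition above its plate's cutoff, the mean of tested wells on that plate plus 3 SD, cut at about 29% in these data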;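 note: 0% = Melanotan II alone and 100% = Melanotan II plus saturating MCL0020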
#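 System: U2OS cells stably expressing human melanocortin 4 receptor (MC4R). Reagent: Melanotan II challenge after compound preincubation. Doses: 6.5 µM. Times: 30-min compound, 1-h challenge, 1-h detection, room temperature. Measured by: TR-FRET with Eu-cAMP and labeled anti-cAMP, 671 nm. Replicates: singlicate.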
# ABCB6 inh MLPCN: ABCB6 transporter inhibitors, primary screen, K562-ABCB6 cells, flow cytometry, MLPCN library. ATP-binding cassette sub-family B member 6 (Homo sapiens), Q9NP58. 360,000 compounds, 0.19% hits. K562-ABCB6 porphyrin accumulation, 1 h; active compounds read low. AID 602162, 2011. fluorescence ratio to DMSO, % at 10 µM;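 active = fluorescence ratio to DMSO below 75%, the collection mean minus 3 SD; inconclusive = too few cells collected in the well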;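 note: signal is porphyrin accumulated inside mitochondria; 100% equals median channel fluorescence of DMSO control wells; lower ratio means ABCB6 inhibition with less porphyrin fluorescence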
# H9c2 protect: cardioprotection against H2O2-induced cell death, primary screen, uHTS, H9c2 cells, ATPLite luminescence; H9c2 cardiomyocytes, H2O2 injury protection, 2 h; protection from H2O2 cell death, % at 20 µM; 360,000 compounds, 0.63% hits; AID 588492, 2011;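 active = compounds giving at least 50% protection of heart cells from peroxide-induced death in the single-dose screen, raw or plate-pattern-corrected value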;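 note: 0% = DMSO wells with peroxide and 100% = DMSO wells without peroxide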
# An asterisk follows results filed as active; ? = inconclusive; / = not tested or not shown.
entry	SMILES	ABHD5-PLIN5 inh	Exocytosis inh	CaV13 ICDI inh	N-glyco inh	PDI turbidity	m5-HT2A agonist	MC4R ag barr	MC4R antag cAMP	ABCB6 inh MLPCN	H9c2 protect
1	CCOC(=O)N1CCN(C(=O)C2CCN(C(=O)Nc3ccccc3)CC2)CC1	-6	13	-6	0	9	3	1.0	9	98	3
2	O=C1CCNc2cc3ccccc3cc21	-6	-3	/	20	-2	0	-1.4	1	120	-10
3	Cc1noc(C)c1NC(=O)Nc1ccc2c(c1)C(=O)N([C@H](C)CO)C[C@H](C)[C@@H](CN(C)S(=O)(=O)c1cn(C)cn1)O2	3	5	-7	3	3	5	-2.0	12	97	4
4	CCOC(=O)C1(CCOc2ccccc2)CCN(Cc2ccc3nonc3c2)CC1	4	4	-6	-6	4	-6	-0.1	7	94	-20
5	Cc1c(Nc2nc3ccccc3nc2N2CCN(c3ccccc3)CC2)c(=O)n(-c2ccccc2)n1C	7	-1	-3	2	-2	2	-1.4	0	101	4
6	COc1cccc(CC(=O)NCC2COc3ccccc3O2)c1OC (configuration not stated)	-4	4	-10	-2	-3	1	-1.0	4	101	3
7	CC(C)C1Oc2ccccc2N(CC(=O)NC2CCCCC2)C1=O (configuration not stated)	-13	0	-3	-4	-6	-1	-0.1	11	102	9
8	CC(NC(=O)c1cnccn1)c1ccc(S(N)(=O)=O)cc1 (configuration not stated)	-2	-1	-2	0	2	-1	-0.6	15	99	-3
9	CCOC(=O)c1sc(NC(=S)NC(=O)C23CC4CC(CC(C4)C2)C3)cc1C	4	5	-4	6	7	2	-2.4	14	103	-6
10	CCCS(=O)(=O)NC(=O)C1(C)CCN(C(=O)c2cccnc2Oc2ccccc2)C1 (configuration not stated)	4	32	-6	2	5	7	-2.0	6	103	1
11	Cc1ccc(S(=O)(=O)N2CCCCC2)cc1NC(=O)c1ccco1	-3	2	-12	0	-4	-8	0.1	16	96	1
12	Cc1c(OCC(=O)NCCCN2CCCC2=O)ccc2c3c(c(=O)oc12)CCCC3	-1	-3	-6	0	-1	-3	0.0	-3	97	-7
13	O=C(Nc1ccccc1)N1CCN(CCc2ccccc2)CC1	-2	-4	-3	-2	-1	-6	3.7	-9	96	-2
14	Cn1c(=O)c(=O)n(C)c2cc(S(=O)(=O)N3CCC(N4CCCCC4)CC3)ccc21	4	-4	-5	-4	13	5	-0.8	4	93	10
15	CC(C)NC(=O)c1cc(-c2cccs2)on1	-4	2	/	-2	0	0	-1.3	-2	101	-4
16	Cc1c(C(=O)C(C)C)n(C)c2ccccc12	12	-4	/	0	3	14	3.9	-1	87	-4
17	Cc1c(OCc2ccccc2)c(=O)ccn1Cc1ccccc1	-5	-3	/	-6	-4	1	-1.9	4	107	-1
18	Cc1nc2c(c(=O)n1CCC1=CCCCC1)c1nc3ccccc3nc1n2/N=C/c1ccco1	5	-1	-5	6	-3	2	-2.5	20	108	46
19	CCC(=O)N1CCN(C(=O)CC)C1c1ccccc1	-4	10	-5	2	3	0	1.2	-3	99	6
20	CC(=O)c1cccc(NC(=O)c2ccoc2C)c1	3	-1	-7	1	7	1	-0.6	1	102	6
21	O=C(NCC1CC1)Nc1cccs1	-3	-4	-5	2	1	2	2.1	1	103	-2
22	O=C(CN1CCCCCC1)Nc1cccc(NC(=O)CN2CCCCCC2)c1	6	20	-4	-3	2	-2	-0.9	6	98	2
23	O=C(Nc1scc(-c2ccccc2)c1C(=O)O)c1ccccc1Cl	12	15	-21	3	-5	0	-1.5	8	100	-4
24	O=C(NCC(c1ccco1)N1CCCC1)c1sc2cc(F)ccc2c1Cl (configuration not stated)	1	-1	-6	-6	2	-1	2.0	1	104	7
25	O=C(NNc1nc2ccccc2s1)Nc1ccc(F)cc1	-1	-2	-2	1	3	5	1.6	-9	96	-6
26	Cc1ccc(C23CC4CC(CC(CN)(C4)C2)C3)cc1	6	30	-6	-1	1	1	2.1	10	92	-4
27	Cc1c(C(=O)O)[nH]c2c1C(=O)CC(c1ccccc1)C2 (configuration not stated)	17	-1	/	1	-31	13	0.7	-1	189	4
28	CCOC(=O)C1CCCN(C(=O)c2cc(F)cc(F)c2)CC1 (configuration not stated)	0	-7	-6	0	-57	-2	-2.5	-3	99	0
29	Cc1ccccc1C(=O)NCC(=O)NNC(=O)c1cccc(Cl)c1	4	2	-2	1	12	4	-1.6	-2	96	5
30	c1ccc2c(c1)N1CCN=C1N2CCN1CCCCC1	-7	-1	/	1	-3	-7	1.9	23	100	16
31	CC1CCN(c2nc3c(c(=O)n(C)c(=O)n3C)n2CCSc2ncccn2)CC1	2	-1	-3	1	/	5	1.4	8	91	13
32	O=C(COC(=O)c1cncc(Br)c1)NCc1ccccc1Cl	-13	2	-7	3	-5	2	-0.1	9	100	0
33	COc1ccccc1OCC(=O)N1CCNC1=O	-6	0	-7	1	18	2	-0.5	7	99	5
34	CC(C)NC(=O)c1cc2nc(-c3ccco3)cc(C(F)(F)F)n2n1	2	-4	-8	1	-8	7	-1.8	-7	99	-2
35	CC1(C)CC(C(=O)Nc2ccccc2)C(=O)O1 (configuration not stated)	-5	1	-5	-2	1	-1	0.6	-6	98	4
36	O=C(Nc1ccccc1)c1nc[nH]c1C(=O)NCCCCCCNC(=O)c1[nH]cnc1C(=O)Nc1ccccc1	3	-2	-4	2	3	3	0.0	10	91	97*
37	N#Cc1c(-c2ccccc2)nc(N2CCOCC2)[nH]c1=O	1	2	/	0	1	8	-1.7	15	95	7
38	Cc1cc(C)n2c(Br)c(CSc3nc4ccccc4o3)nc2n1	-11	4	-3	0	0	0	-1.1	4	94	-1
39	Cc1cccc(OC(C)C(=O)Nc2cc(Cl)ccc2-n2cncn2)c1 (configuration not stated)	-2	14	-5	-1	-4	-2	-3.8	0	97	-3
40	COc1ccc(N(C(=O)CCl)C(C(=O)NCCc2ccccc2)c2cccs2)cc1Cl (configuration not stated)	22	9	-5	0	4	2	21*	34*	25*	-19
41	COc1cccc(C(=O)NCC(=O)N/N=C/c2cccnc2)c1	0	-20	-2	1	4	4	0.3	5	89	-2
42	CC(C)Cn1cc(C(=O)N2CCOCC2)c2c3ccccc3n(C)c2c1=O	2	-1	-3	3	-8	1	0.1	17	94	8
43	O=C(C[n+]1cc(Br)cc(Br)c1)c1ccccc1	7	-2	-17	-1	6	6	0.3	8	101	12
44	COc1ccc2nc(NC(=O)Nc3cccc4ccccc34)sc2c1	-8	-4	9	2	0	0	4.8	-3	101	-15
45	Cc1ccc(C(C(=O)NC2CCCC2)N(Cc2ccco2)C(=O)CCC(=O)Nc2ccccn2)cc1 (configuration not stated)	-1	3	-2	-4	3	-5	-2.2	3	103	10
46	CCCS(=O)(=O)N1CCCC(C(=O)NCCCN(CC)c2cccc(C)c2)C1 (configuration not stated)	-5	-2	/	2	-13	-1	-1.4	-4	107	7
47	COc1ccc(/C=C(\C#N)C(=O)OCC(=O)Nc2c(C)cccc2C)cc1	-2	-1	-3	1	-11	13	-0.2	6	100	-7
48	NC(=O)C[C@H]1NC(=O)[C@H](CCC(=O)O)NC(=O)c2cc([N+](=O)[O-])cc(I)c2NCCC[C@@H](C(N)=O)NC1=O	-11	-4	-6	3	2	6	-0.1	4	92	0
49	CCCn1c(NC(=S)Nc2ccccc2)nc2ccccc21	1	12	-6	0	-3	0	-0.2	14	96	6
50	Cc1ccc(Nc2ncnc(Cl)c2N)cc1	5	2	-5	0	6	-5	-0.2	1	97	-6
51	CCc1ccc(Nc2ccc(C(N)=O)cc2[N+](=O)[O-])cc1	4	18	1	-1	-2	1	2.5	0	104	-22
52	COc1ccccc1CCn1cnc(Cc2ccccc2)c1C(C)C	-1	2	-9	/	/	-6	/	/	119	/
53	Cn1c(N)c(C(=O)COc2ccc(C#N)cc2)c(=O)n(C)c1=O	2	5	-2	0	-1	-1	-3.5	12	91	11
54	CN(CC(=O)Nc1cccc(F)c1)C(=O)CNC(=O)Cc1cccc2ccccc12	12	4	/	-1	-3	2	-4.8	-2	101	4
55	Cc1ccc(/C=N/NC(=O)CCn2nc(C)cc2C)c(C)c1	0	-2	-2	?	-7	-2	-0.4	-5	87	-8
56	CCCc1nnc(NC(=O)C2CCN(C(=O)C3CC(=O)N(c4ccc(C)cc4)C3)CC2)s1 (configuration not stated)	-7	-11	-3	2	-8	0	-1.8	-3	100	1
57	CCn1c2c(c3cc(C(=O)O)ccc31)CCCC2=O	-9	2	-6	0	5	-7	0.7	1	92	-2
58	Cc1ccc(NC(=O)COc2cccc(-n3cnnn3)c2)cc1[N+](=O)[O-]	-1	24	-2	-1	9	-11	-1.1	4	98	8
59	CCc1ccc(S(=O)(=O)N2CCCC(N3CCN(c4ccc(OC)cc4)CC3)C2)cc1 (configuration not stated)	5	20	-6	-3	2	6	-0.5	4	103	0
60	COc1ccc(C(=O)NCC(=O)OCC(=O)NCCC2=CCCCC2)cc1	4	-3	-5	-1	-14	0	-2.8	14	98	-11

# Later entries:
entry	SMILES	ABHD5-PLIN5 inh	Exocytosis inh	CaV13 ICDI inh	N-glyco inh	PDI turbidity	m5-HT2A agonist	MC4R ag barr	MC4R antag cAMP	ABCB6 inh MLPCN	H9c2 protect
61	COc1ccc(C)c(-n2c(N)cc(=O)n(Cc3ccccc3)c2=O)c1	-1	-2	-4	-1	-3	3	-0.5	3	92	4
62	COc1ccc(N(CC(=O)NC2CCCC2)S(=O)(=O)c2ccc(NC(C)=O)cc2)cc1	0	2	-7	-2	-7	6	0.4	3	92	11
63	N#Cc1nc(COc2ccccc2)oc1NCCN1CCOCC1	1	2	/	2	0	0	-1.6	0	100	-2
64	Fc1cccc(Cc2c(-c3cccc(Cl)c3)nc3ccc(Br)cn23)c1	-8	-4	-5	1	/	6	/	/	110	-4
65	CCCC(c1nnnn1CCc1ccccc1)N1CCN(C2CCCC2)CC1 (configuration not stated)	-3	-1	-4	-2	13	-3	-1.4	2	93	20
